Source: PubChem (several laboratories)
SV40 large T antigen: SV40 large T antigen inhibitors, biochemical (AID 1903). SV40 large T antigen ATPase/helicase inhibition assay; higher % means a stronger effect. one-dose inhibition, % at 20 µM; IC50 in µM for titrated hits. hit rate 0.39% among 310,000; in the data active means a potency from the dose series; inconclusive means inhibition mostly from about 32% at the one dose, without a potency; inactive means the rest, 99 in 100 with inhibition below about 32%; further: strong numbers were not always called active
HEK293 NOD2/NF-kB: NOD2 signaling inhibitors, cell-based, luminescence, uHTS, HEK293 (AID 1566); HEK293 NOD2/NF-kB luciferase reporter, luminescence; higher % means a stronger effect; inhibition, % at 4 µM; hits with a dose series show EC50 in µM; hit rate 0.63% among 290,000; further: many of its hits are not listed in these tables
NOD1 inhibition: inhibition of NOD1-driven NF-kB reporter – cell-based, luminescence, uHTS, primary screen (AID 1578); hit rate 1% among 290,000; NOD1-driven NF-kB luciferase reporter cells, luminescence; higher % means a stronger effect; inhibition, % at 4 µM; hits with a dose series show EC50 in µM; in the data active means inhibition mostly above about 36%, no sharp cut-off; inactive means mostly below about 34%;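 further: HEK-293T reporter cells stimulated with the NOD1 agonist gamma-tri-DAP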
Rac1 GTP hydrolysis: MgcRacGAP GTPase-activating activity inhibitors, confirmation, biochemical, ADP Hunter fluorescence; MgcRacGAP-stimulated Rac1 GTP hydrolysis, ADP Hunter fluorescence; higher % means a stronger effect; GST-tagged Rac1 F28L mutant substrate; inhibition, % at 30 µM; hits with a dose series show IC50 in µM; hit rate 0.6% among 340,000; AID 624330;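 active means first-screen hits whose inhibition reached a set limit at any dose in the follow-up dose series; inconclusive means inhibition above the set first-screen limit but never retested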;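 further: fluorescence reports GDP produced by GAP-driven GTP hydrolysis; strong numbers were not always called active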
KOR beta-arrestin-1: KOR antagonists, beta-arrestin recruitment, cell-based, luminescence, uHTS (AID 1778). KOR beta-arrestin recruitment, luminescence, antagonist mode; higher % means a stronger effect. inhibition, % at 10 µM, or IC50 in µM where a hit was titrated. hit rate 0.091% among 290,000; further: strong numbers were not always called active
HIV peptide binding: inhibitors of HIV fusion peptide binding, primary screen, biochemical, uHTS, fluorescence dequenching (AID 1986) | cell-free peptide binding, fluorescence dequenching, 30 min; higher % means a stronger effect | inhibition, % at 20 µM; hits with a dose series show IC50 in µM | hit rate 0.3% among 290,000; in the data active means inhibition mostly above about 52%, no sharp cut-off; inactive means mostly below about 76%; further: some results filed as inactive read as strong as hits
KOR beta-arrestin-2: kappa opioid receptor activators – cell-based, luminescence, uHTS, primary screen (AID 1777). hit rate 0.02% among 280,000. KOR beta-arrestin recruitment, luminescence; higher % means a stronger effect. activation, % at 10 µM; hits with a dose series show EC50 in µM; in the data active means activation above about 50%, passing the limit was not always enough; further: a part of the inactive calls stands beside numbers as strong as those of hits
GPR55 LPI antagonism: GPR55 antagonists blocking LPI-driven arrestin recruitment, primary screen, imaging, U2OS, beta-arrestin-GFP, LPI agonist (AID 2013). inhibition, % at 10 µM, or IC50 in µM where a hit was titrated. U2OS GPR55 beta-arrestin-GFP translocation imaging, LPI antagonism; higher % means a stronger effect. hit rate 0.13% among 290,000;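 active means spots per cell inhibited over 60%, with over 100 cells counted and total cytoplasm intensity under 500,000; inconclusive means wells with under 100 cells, flagged as likely toxic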;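 further: U2OS cells stably carrying GPR55 and arrestin-GFP stimulated by 5 µM LPI near EC80; imaged beta-arrestin-GFP aggregate spots per cell after agonist stimulation; plate controls were LPI-stimulated DMSO wells for no effect and DMSO wells without LPI for full effect; some results filed as inactive read as strong as hits; confirmed hits need IC50 under 10 µM and bright autofluorescent wells are also inconclusive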
GPR55 activation: GPR55 agonists via beta-arrestin recruitment, primary screen, imaging, U2OS cells, beta-arrestin-GFP redistribution (AID 1961) | activation, % at 10 µM; hits with a dose series show EC50 in µM | hit rate 0.048% among 290,000 | U2OS GPR55 beta-arrestin-GFP redistribution imaging; higher % means a stronger effect;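 active means activation above 40% with more than 50 cells counted in the well; inconclusive means wells holding fewer than 50 cells, flagged as toxic or sparse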;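 further: U2OS osteosarcoma cells stably expressing GPR55 and beta-arrestin-GFP; plate controls were DMSO negative control for no effect and LPI positive control for full effect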
* = called active by the depositor; ? = inconclusive; . = no result given; [ ] = another dose, or the depositor's remark. Unless noted, no stated cut-off is given here; in the data, active means inhibition above about 50%; inactive means the rest. The list is partial, so the mix of outcomes need not match the whole.

(1) C=CCC1(Nc2ccccc2)CC(C)N(C)CC1C (stereo not given)
(2) CN1C(=O)N(C)C(=O)C2(Cc3c(nc4ccccn4c3=O)N3CCC(Cc4ccccc4)CC32)C1=O (stereo not given)
(3) COc1ccc(CC(=O)N2CCN(C)CC2)cc1
(4) CN1C(=O)C(=Cc2ccc(N(C)C)c([N+](=O)[O-])c2)C(=O)N(C)C1=O
(5) N#CCN1CCN(c2ccc(C(F)(F)F)cc2)CC1
(6) O=C1CC(N2CCC(n3c(=O)[nH]c4ccccc43)CC2)C(=O)N1Cc1ccccc1 (stereo not given)
(7) O=[N+]([O-])c1ccc(Nc2ccccc2)cc1
(8) C=CCOC(=O)C1=C(C)OC(N)=C(C(=O)OCC)C12C(=O)N(CC(N)=O)c1ccccc12 (stereo not given)
(9) CCOC(=O)c1c(C)n(COCCO)c2ccc(O)cc12
(10) CC(=O)c1cc(C#N)c(N2CCN(C)CC2)nc1C

entry no. | 1 | 2 | 3 | 4 | 5 | 6 | 7 | 8 | 9 | 10
SV40 large T antigen | 12% | . | 8% | 20% | 10% | -7% | 21% | 3% | 13% | 2%
HEK293 NOD2/NF-kB | 6% | 2% | 18% | -12% | 6% | -16% | -14% | 5% | 4% | 1%
NOD1 inhibition | -4% | -3% | -6% | 19% | -34% | -13% | 26% | 35% | -11% | -41%
Rac1 GTP hydrolysis | 7% | . | -3% | . | 8% | 0% | 16% | -1% | 8% | 5%
KOR beta-arrestin-1 | . | 17% | 6% | -15% | 13% | . | -3% | -28% | -14% | -15%
HIV peptide binding | -0.5% | 42% | -1.0% | 4.2% | 2.3% | -0.8% | -1.8% | 2.1% | 1.8% | 0.6%
KOR beta-arrestin-2 | . | -6.6% | -1.0% | 10% | 0.0% | . | 6.7% | 7.9% | 1.6% | -4.6%
GPR55 LPI antagonism | 2% | 1% | 19% | -5% | 4% | -6% | -7% | 9% | -7% | 12%
GPR55 activation | -0.1% | -0.2% | 0.2% | -0.3% | -0.1% | -0.1% | -0.2% | -0.2% | 0.2% | -0.1%

(11) CCC(C)(C)n1nnnc1C(c1cccs1)N1CC=C(c2ccc(F)cc2)CC1 (stereo not given)
(12) C=CCn1c(O)c(C(CC)=NCCCO)c(=O)[nH]c1=O
(13) O=C1C(=O)c2cccc3cccc1c23
(14) CN1C(=O)NC(=O)/C(=C/c2ccc([N+](=O)[O-])s2)C1=O
(15) CCCCn1c(=O)c(C(=O)Nc2ccccc2Cl)c(O)c2ccccc21
(16) CCn1ccnc1CN1CCCC(C(=O)c2cccc(C(F)(F)F)c2)C1 (stereo not given)
(17) COc1ccc(CC(C)NC2CCCCCC2)cc1 (stereo not given)
(18) CC1(C)OC(c2ccccc2)=C/C(=C/C=C2C(=O)NC(=O)NC2=O)O1
(19) Cn1c(O)c(C=NCc2ccco2)c(=O)n(C)c1=O
(20) Cc1cc(C=C2C(=O)NC(=O)NC2=O)c(C)n1-c1cccnc1

entry no. | 11 | 12 | 13 | 14 | 15 | 16 | 17 | 18 | 19 | 20
SV40 large T antigen | 13% | 1% | 9% | ? | 11% | 0% | 0% | 10% | 15% | 28%
HEK293 NOD2/NF-kB | -10% | 3% | -5% | 14% | 22% | 11% | -8% | 9% | 1% | 7%
NOD1 inhibition | -4% | -28% | -2% | 2% | -1% | -14% | -13% | -11% | 11% | -8%
Rac1 GTP hydrolysis | 0% | 6% | 3% | 32% | 9% | 10% | 16% | 6% | 2% | 11%
KOR beta-arrestin-1 | 35% | 6% | -92% | 26% | -11%[20 µM] | -2% | 1% | -27% | 14% | 11%
HIV peptide binding | -1.6% | 0.1% | -0.7% | 29% | 2.9% | -1.4% | -0.1% | 31% | -4.0% | 1.4%
KOR beta-arrestin-2 | -0.1% | 8.1% | 5.3% | -2.8% | 1.6% | -4.7% | -2.4% | 4.8% | 0.1% | -2.2%
GPR55 LPI antagonism | 3% | -3% | 7% | -7% | -14% | 13% | -5% | 3% | 19% | -6%
GPR55 activation | -0.3% | -0.1% | -0.2% | -0.2% | -0.2% | 0.2% | -0.1% | -0.4% | -0.1% | -0.1%

(21) Cc1ccsc1C(=O)C1CCCN(CCO)C1 (stereo not given)
(22) CNC(C(=O)c1ccccc1)C(OC(C)C)c1ccc(Cl)cc1 (stereo not given)
(23) CC(ON1CC1(C(F)(F)F)C(F)(F)F)(C(N)=O)C(N)=O (stereo not given)
(24) CCn1cc(C(=O)c2cccs2)c2ccccc21
(25) Cn1c(=O)cc(OCC(=O)N2CCN(C3CCCCC3)CC2)c2ccccc21
(26) COc1ccc(C2(C#N)CCN(C)CC2)cc1
(27) Cc1ccc2cccc(OC(=O)N3CCCC3)c2n1
(28) CCn1c(O)c(C(=O)CC2NCCc3ccccc32)c(=O)n(CC)c1=S (stereo not given)
(29) CC(=O)N1CCN(CCN=Cc2c(O)n(-c3ccc(C)cc3)c(=S)[nH]c2=O)CC1
(30) COc1ccc2oc3c(c2c1)NC(=O)CN=C3c1ccccc1

entry no. | 21 | 22 | 23 | 24 | 25 | 26 | 27 | 28 | 29 | 30
SV40 large T antigen | 11% | 14% | 7% | 28% | 4% | -1% | 5% | 11% | 14% | -1%
HEK293 NOD2/NF-kB | -11% | 20% | 4% | -11% | -2% | 8% | 20% | 8% | -4% | -20%
NOD1 inhibition | -16% | 12% | -26% | -16% | -17% | -10% | -11% | -10% | -1% | -48%
Rac1 GTP hydrolysis | -3% | -4% | 6% | 5% | 3% | 3% | 12% | -5% | 3% | -3%
KOR beta-arrestin-1 | -6% | 11% | 12% | 13% | 4% | -18% | 16% | 23% | 27% | -10%
HIV peptide binding | -0.7% | -1.4% | 2.5% | 0.7% | 2.8% | 0.1% | 0.2% | 8.8% | -1.1% | 1.3%
KOR beta-arrestin-2 | -0.3% | -2.9% | -1.9% | 3.2% | -2.2% | 4.0% | 3.7% | 7.3% | -4.5% | 5.5%
GPR55 LPI antagonism | 5% | . | -5% | 6% | 4% | 9% | 5% | -13% | 13% | -2%
GPR55 activation | -0.2% | -0.2% | 0.3% | 0.2% | 1.7% | 0.4% | -0.1% | 0.5% | -0.1% | 0.4%

(next part)
entry	Structure	SV40 large T antigen	HEK293 NOD2/NF-kB	NOD1 inhibition	Rac1 GTP hydrolysis	KOR beta-arrestin-1	HIV peptide binding	KOR beta-arrestin-2	GPR55 LPI antagonism	GPR55 activation
31	CN1CCCN(c2ccc([N+](=O)[O-])nc2)CC1	10%	18%	-5%	6%	-7%	-0.1%	3.8%	3%	0.2%
32	O=C(Cn1c(=O)c(C(F)(F)F)nc2ccccc21)N1CCC2(CC1)OCCO2	20%	11%	-10%	0%	-41%	0.4%	-0.2%	-3%	-0.2%
33	Cc1cc(OCC(=O)N2CCC(C(=O)O)(c3ccccc3)CC2)c2c(C)cc(=O)oc2c1	11%	15%	-3%	7%	26%[20 µM]	0.6%	-4.2%	-8%	0.3%
34	O=C(O)CN1C(=O)CN=C(c2ccccn2)c2cc(Cl)ccc21	1%	-3%	-11%	1%	34%	-1.8%	3.5%	10%	0.3%
35	Cc1nn(Cc2ccccc2Cl)c(Cl)c1C(=O)OCC(=O)NC(=O)NC1CCCCC1	-6%	10%	6%	-6%	6%	-1.0%	0.4%	18%	0.0%
36	CN(C)C1C(=O)C(C(N)=O)=C(O)C2(O)C(=O)C3=C(O)c4c(O)cccc4C(C)(O)C3C(O)C12 (stereo not given)	34%	1%	14%	40%	-25%[20 µM]	59%	2.2%	-3%	-0.1%
37	Cc1ccc2c(c1)C1CN(C)CCC1N2C(=O)Cn1cnc2c1c(=O)n(C)c(=O)n2C (stereo not given)	.	-22%	-16%	.	.	1.3%	.	7%	0.4%
38	Cc1cc(C=O)c(C)n1C1CC1	6%	16%	-13%	6%	-9%	0.6%	-6.1%	14%	0.1%
39	COc1ccc(OC)c(CN2CCCC(C(=O)c3sccc3C)C2)c1 (stereo not given)	5%	3%	3%	12%	4%	-0.6%	3.6%	8%	0.0%
40	CC1(C)CN=C(NCc2ccccc2Cl)S1	1%	-32%	-23%	9%	22%	-1.8%	-0.4%	23%	-0.1%

A second format for some results above.
Order of results: SV40 large T antigen | HEK293 NOD2/NF-kB | NOD1 inhibition | Rac1 GTP hydrolysis | KOR beta-arrestin-1 | HIV peptide binding | KOR beta-arrestin-2 | GPR55 LPI antagonism | GPR55 activation
(10) CC(=O)c1cc(C#N)c(N2CCN(C)CC2)nc1C
    2% | 1% | -41% | 5% | -15% | 0.6% | -4.6% | 12% | -0.1%
(11) CCC(C)(C)n1nnnc1C(c1cccs1)N1CC=C(c2ccc(F)cc2)CC1 (stereo not given)
    13% | -10% | -4% | 0% | 35% | -1.6% | -0.1% | 3% | -0.3%
(12) C=CCn1c(O)c(C(CC)=NCCCO)c(=O)[nH]c1=O
    1% | 3% | -28% | 6% | 6% | 0.1% | 8.1% | -3% | -0.1%
(13) O=C1C(=O)c2cccc3cccc1c23
    9% | -5% | -2% | 3% | -92% | -0.7% | 5.3% | 7% | -0.2%

(more compounds)
entry	Structure	SV40 large T antigen	HEK293 NOD2/NF-kB	NOD1 inhibition	Rac1 GTP hydrolysis	KOR beta-arrestin-1	HIV peptide binding	KOR beta-arrestin-2	GPR55 LPI antagonism	GPR55 activation
41	Cc1ccc(O)c(C(=O)c2cc(C(=O)NCc3ccccc3)c(=O)n(Cc3ccccc3)c2)c1	-3%	-5%	-9%	7%	14%	-0.4%	2.3%	1%	-0.3%
42	CCCCn1c(=O)c(C(=O)NCc2ccncc2)c(O)c2ccccc21	.	10%	13%	10%	49%	-3.9%	-4.3%	-9%	-0.2%
43	COCCOC(=O)C1=C(N)Oc2c(c(=O)oc3ccccc23)C1c1ccncc1 (stereo not given)	7%	10%	-14%	7%	23%	0.6%	-3.0%	9%	-0.2%
44	NS(=O)(=O)c1cccc(N2CCNCC2)c1	2%	18%	-28%	3%	-16%	0.5%	-1.0%	14%	-0.2%
45	COc1ccc(CN2C(=O)NC(=O)/C(=C/c3ccc([N+](=O)[O-])s3)C2=O)cc1	37%	-1%	-14%	27%	12%	55%	-2.0%	3%	-0.1%
46	CC(=O)O[C@@H]1[C@H]2CC[C@@H]3[C@]1(C[C@@H](OC(C)=O)[C@@]1(O)C([C@@H]4O[C@@H]4C1(C)C)[C@]3(C)O)C[C@@]2(C)O (stereo not given in full)	5%	6%	-3%	8%	-11%	0.9%	-1.8%	3%	0.1%
47	O=C(O)/C=C/c1ccc(O)c(O)c1	7.3µM*	7%	23%	?	10%	10%	-0.8%	14%	-0.2%
48	CC(=NCCN1CCCCC1)c1c(O)n(-c2ccccc2)c(=O)[nH]c1=O	5%	-6%	14%	7%	-24%	-1.3%	-2.2%	1%	-0.3%
49	O=c1[nH]c(=O)n(Cc2ccco2)c(O)c1C=NCCN1CCNCC1	11%	11%	0%	7%	36%	1.8%	3.1%	1%	0.5%
